# Statin myotox sup: protects C2C12 myotubes from simvastatin toxicity | rescue of ATP level, % at 7.49 µM | actives 0.78% (n = 330,000) | AID 602340 | ATP luminescence, 48 h; scaled: DMSO 0, geranylgeraniol control 100;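 active means mean ATP rescue above about 67%, or every replicate alone reaching that limit, limit read from the data, passing the limit was not always enough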;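 further: myotubes were challenged with 10 µM simvastatin during compound exposure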
# PGC1a acetyl inh: modulators of PGC1a acetylation; inhibition, % at 15.6 µM; actives 0.17% (n = 350,000); AID 651687; U2OS PGC1a acetylation, AlphaScreen anti-acetyl-lysine; with virally co-expressed GCN5 acetyltransferase;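 active means every replicate shows inhibition of at least 40%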;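 further: 0% = neutral control wells and 100% = positive control wells; some results beyond the cut were filed as inactive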
# SIRT5 inh: sirtuin-5 (human) deacylase inhibition; Q9NXA8; Purified SirT5, succinyl-peptide AMC, trypsin-coupled fluorescence; inhibition, % at 15 µM; actives 1.1% (n = 330,000); AID 652115; in the data active means inhibition above about 15%
# S100A4 MyoIIA: blocks human S100A4 binding to myosin IIA peptide | P26447 | actives 0.14% (n = 360,000) | inhibition, % at 10.7 µM | S100A4/TAMRA-MyoIIA peptide fluorescence polarization;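 active means mean inhibition of at least 70% across replicates, with every replicate also reaching that level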
# Target sequence (P26447 whole entry, looked up): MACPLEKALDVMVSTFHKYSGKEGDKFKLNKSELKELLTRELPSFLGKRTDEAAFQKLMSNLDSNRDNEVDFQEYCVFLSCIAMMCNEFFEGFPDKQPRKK
#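 assay system = human S100A4 monomer with TAMRA-labelled myosin IIA peptide | also added = labelled myosin peptide probe, 5 nM | incubation = 5 min between mix addition and reading | control set = DMSO and TFP controls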
# ERAP1 inh: blocks human ERAP1 aminopeptidase activity; inhibition, % at 10.7 µM; Q9NZ08; AID 652197; actives 0.15% (n = 340,000); recombinant ERAP1, Leu-AMC fluorescence, 60 min;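 active means mean replicate inhibition of at least 30%, or all replicates individually reaching that 30% level; inactive means mean below 30% and not every replicate reaching it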;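 further: 0% = neutral control wells and 100% = L-leucinethiol positive control wells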
# Target sequence (Q9NZ08 whole entry, looked up): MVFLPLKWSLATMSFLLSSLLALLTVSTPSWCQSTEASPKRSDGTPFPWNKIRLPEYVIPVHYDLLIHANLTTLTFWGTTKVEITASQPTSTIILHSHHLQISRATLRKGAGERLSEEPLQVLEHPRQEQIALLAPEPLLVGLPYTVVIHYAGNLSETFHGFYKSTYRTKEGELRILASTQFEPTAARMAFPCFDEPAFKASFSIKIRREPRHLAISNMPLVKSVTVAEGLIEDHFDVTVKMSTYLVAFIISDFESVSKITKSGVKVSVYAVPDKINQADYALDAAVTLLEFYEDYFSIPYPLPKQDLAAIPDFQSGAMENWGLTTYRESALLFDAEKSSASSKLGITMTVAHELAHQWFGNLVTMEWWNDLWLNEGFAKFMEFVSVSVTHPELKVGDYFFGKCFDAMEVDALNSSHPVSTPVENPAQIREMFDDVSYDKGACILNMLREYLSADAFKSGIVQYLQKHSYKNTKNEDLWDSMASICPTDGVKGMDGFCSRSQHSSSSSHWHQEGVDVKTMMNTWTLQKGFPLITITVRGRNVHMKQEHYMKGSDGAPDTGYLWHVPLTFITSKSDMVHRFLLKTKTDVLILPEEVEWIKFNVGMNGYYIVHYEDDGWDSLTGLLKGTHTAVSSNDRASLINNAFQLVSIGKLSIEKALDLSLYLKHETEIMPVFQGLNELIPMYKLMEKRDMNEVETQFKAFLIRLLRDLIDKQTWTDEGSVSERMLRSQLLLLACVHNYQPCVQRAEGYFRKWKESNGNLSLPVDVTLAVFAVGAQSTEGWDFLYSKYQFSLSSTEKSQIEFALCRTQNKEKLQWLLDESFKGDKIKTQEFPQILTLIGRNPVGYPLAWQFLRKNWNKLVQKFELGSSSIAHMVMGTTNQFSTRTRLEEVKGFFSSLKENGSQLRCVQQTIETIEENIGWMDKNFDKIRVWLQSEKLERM
# Cneo AK release: Cryptococcus neoformans lysis via adenylate kinase release | C. neoformans lysis, adenylate kinase release luminescence, 4 h; normalised: neutral wells 0, clomiphene wells 100 | lysis activity, % at 15 µM | actives 0.2% (n = 360,000);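 active means mean lysis activity across replicates of at least 80%, whatever share of replicates individually reach that level; inactive means mean lysis activity below 80%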
#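 Assay system: C. neoformans cells. Amount: yeast cell density of 5 × 10^6 cells/mL. Technique: AK luminescence. Buffer or medium: YPD. Times: static 4 h at 37 °C with compound, 1 h detection. Dosing: single-point compound dose. Read-out: lysis from increased AK signal.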
# XiGFP reactiv: activators of X-chromosome reactivation in mouse fibroblasts; XiGFP mouse fibroblasts, % GFP-positive cells imaging, 3 d; cells co-treated with 5-aza-dC sensitizer; scaled so ellipticine positive control = 100%; activation, % at 7.58 µM; actives 0.055% (n = 360,000); AID 743238;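 active means mean normalized replicate activation at least 10% and every replicate at or above 10%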;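 further: 0% = median of on-plate neutral control wells and 100% = ellipticine 6 µM median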
#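 System: XiGFP fibroblasts, SV40-immortalized. Medium: DMEM plus 5-aza-dC sensitizer. Doses: single point. Timing: 3 d treatment, 15 min room-temperature fixation. Control set: ellipticine 6 µM.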
# LGR2 antag: Drosophila LGR2 receptor signaling inhibition; HEK293 LGR2, CRE-luciferase, bursicon-stimulated, 4 h; inhibition, % at 9.99 µM; actives 0.35% (n = 380,000);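 active means drop in luminescence signal, shown as inhibition above about 50% in the replicate tests, limit read from the data, passing the limit was not always enough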;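 further: agonist challenge used bursicon conditioned medium at about half maximal strength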
# Starred values were filed as active, the others as inactive; x = not tested or not shown. A portion of the library. The share of hits here may be higher or lower than overall.
SMILES,Statin myotox sup,PGC1a acetyl inh,SIRT5 inh,S100A4 MyoIIA,ERAP1 inh,Cneo AK release,XiGFP reactiv,LGR2 antag
Cc1ccc(NC(=O)NCCN2CCN(C(=O)Nc3ccc(C)cc3)CC2)cc1,3.8,x,5.3,-11.3,3.5,-0.2,0.1,-3.8
COc1cc(/C=N/NC(=S)NCCN2CCOCC2)cc(OC)c1O,2.4,-1.7,-0.2,5.7,-1.8,-4.0,0.0,-7.9
COc1ccc(OCCN2CCC(C(=O)NC(c3ccccn3)c3ccccc3OC)CC2)cc1 (configuration not stated),-1.8,-5.8,-1.3,6.2,0.2,1.5,-0.1,-46.7
CCCc1ccc(-c2cc(N)n[nH]2)cc1,8.2,x,-0.3,-16.2,3.4,-0.8,x,-8.8
COc1cc(/C=N/NC(=O)c2cccnc2)ccc1OC(=O)c1cc(OC)c(OC)c(OC)c1,25.3,x,-0.8,-3.4,-8.2,-0.8,0.0,9.7
C[C@H](CO)N1C[C@H](C)[C@H](CN(C)S(C)(=O)=O)OCCCC[C@H](C)Oc2ccc(NS(=O)(=O)c3ccc(Cl)cc3)cc2C1=O,-13.1,-5.1,-0.3,6.3,-1.7,-8.1,0.6,-4.3
CCOC(=O)c1cc2c(ccn2C)n1Cc1ccccc1Cl,x,x,-3.5,-1.7,-0.7,x,1.0,-7.0
CCOc1ccc(/C=C2\SC(=S)N(CCC(=O)Nc3ccc(C(=O)O)cc3)C2=O)cc1,-3.4,8.4,6.8,-1.8,-2.9,-3.7,0.2,-22.4
CN1/C(=C\C=O)C(C)(C)c2ccccc21,x,3.2,x,-36.5,1.6,x,0.2,-4.7
COc1ccc(OC)c(NC(=O)Cc2ccc(NC3=NC4CS(=O)(=O)CC4S3)cc2)c1 (configuration not stated),9.2,7.9,-0.4,-0.2,3.2,-0.5,-0.2,-3.5
O=C(CCc1nc2ccccc2[nH]1)NCc1ccc2c(c1)OCO2,11.3,5.6,3.0,4.0,0.2,-0.3,0.0,14.3
Cc1noc(C)c1COc1ccccc1C(=O)N1CCN(S(=O)(=O)c2ccccc2C(F)(F)F)CC1,-17.4,8.2,-0.5,-1.4,4.1,x,0.0,3.7
O=C(COC(=O)c1cccc(F)c1)NC1CC1,x,-0.4,-1.8,-5.7,-4.6,x,0.7,1.4
Cc1ccc(N2C(=O)CC(Sc3nccc(C)n3)C2=O)cc1 (configuration not stated),0.0,x,-3.9,-4.4,1.6,-2.5,0.4,-3.2
O=C(N[C@@H]1C=C[C@@H](CC(=O)N2CCC(Cc3ccccc3)CC2)O[C@@H]1CO)c1cnccn1,0.5,-0.5,0.7,-6.3,2.5,-1.7,0.2,-10.4
COc1ccc(CCC(=O)NNC(=O)Nc2ccccc2Cl)cc1,7.1,x,4.4,-0.4,0.7,-0.9,-0.1,8.1
Cc1ccc(/C=N/NC(=O)CSc2ccccn2)o1,x,0.4,0.6,-4.4,-3.6,x,0.1,x
C[C@@H]1CN([C@H](C)CO)C(=O)c2cc(NC(=O)NC3CCCCC3)ccc2O[C@@H]1CN(C)Cc1ccc(Oc2ccccc2)cc1,-10.3,x,3.2,2.0,2.2,7.7,0.7,-19.0
CCOc1cc(NC(=S)NCCCN2CCOCC2)c(OCC)cc1NC(=O)C1CCCCC1,x,9.9,-0.7,-0.9,2.1,x,0.2,-12.2
O=C(Oc1ccccc1Cl)c1ccccc1,4.1,x,x,-0.3,0.7,0.4,0.1,4.5
Cc1cccc(N2CCN(S(=O)(=O)c3ccc4c(c3)CCCN4C(=O)C3CCC3)CC2C)c1 (configuration not stated),4.9,x,1.1,4.0,2.0,-1.1,0.1,-17.3
CCOC(=O)C1CCN(CCCSc2ccccc2)CC1,5.0,1.4,-3.9,-1.3,-0.6,4.0,0.0,9.3
O=C(NN=C1CCCC1)NC1CCCCC1,x,-1.0,-4.6,-4.3,5.1,0.9,0.0,12.6
CCCOc1ccc(N2C(=O)CC(SCC(N)C(=O)OCC)C2=O)cc1 (configuration not stated),-0.7,-0.3,-0.7,3.6,x,0.2,0.2,-5.1
Cc1ccc(S(=O)(=O)Nc2ccc3c(c2)C(=O)N([C@H](C)CO)C[C@@H](C)[C@H](CN(C)C(=O)Nc2ccc(F)cc2)OCCCC[C@H](C)O3)cc1,x,1.6,21.4*,2.6,-3.5,0.2,0.4,23.5

# Record cards, from the list above.
# Results for CCOc1ccc(/C=C2\SC(=S)N(CCC(=O)Nc3ccc(C(=O)O)cc3)C2=O)cc1 : Statin myotox sup: -3.4; PGC1a acetyl inh: 8.4; SIRT5 inh: 6.8; S100A4 MyoIIA: -1.8; ERAP1 inh: -2.9; Cneo AK release: -3.7; XiGFP reactiv: 0.2; LGR2 antag: -22.4
# Results for O=C(CCc1nc2ccccc2[nH]1)NCc1ccc2c(c1)OCO2 : Statin myotox sup: 11.3; PGC1a acetyl inh: 5.6; SIRT5 inh: 3.0; S100A4 MyoIIA: 4.0; ERAP1 inh: 0.2; Cneo AK release: -0.3; XiGFP reactiv: 0.0; LGR2 antag: 14.3
# Results for Cc1cccc(N2CCN(S(=O)(=O)c3ccc4c(c3)CCCN4C(=O)C3CCC3)CC2C)c1 (configuration not stated) : Statin myotox sup: 4.9; PGC1a acetyl inh: x; SIRT5 inh: 1.1; S100A4 MyoIIA: 4.0; ERAP1 inh: 2.0; Cneo AK release: -1.1; XiGFP reactiv: 0.1; LGR2 antag: -17.3

# Continuation.
SMILES,Statin myotox sup,PGC1a acetyl inh,SIRT5 inh,S100A4 MyoIIA,ERAP1 inh,Cneo AK release,XiGFP reactiv,LGR2 antag
C/C=C/c1ccc([C@H]2[C@@H](CO)N(C(=O)c3ccccn3)C23CN(CCC(F)(F)F)C3)cc1,x,-11.7,7.9,-11.4,-3.7,x,0.1,33.2
CSc1nnc(NC(=O)c2cccc(S(=O)(=O)N3CCOCC3)c2)s1,-0.4,x,3.5,-7.9,-2.9,-1.5,0.0,0.7
COc1ccc(S(=O)(=O)N(C)C[C@H]2Oc3c(NC(=O)c4cc(C)nn4C)cccc3C(=O)N([C@H](C)CO)C[C@H]2C)cc1,-7.1,-3.9,3.3,5.7,2.8,0.1,-0.4,3.0
COc1ccc(CN2CCN(c3ccccc3OC)CC2)c(OC)c1,-10.3,9.7,-2.3,0.8,2.1,-1.1,0.1,3.6
CCCC#Cc1ccc([C@@H]2[C@H](C#N)N(S(=O)(=O)c3cccc(F)c3)[C@H]2CO)cc1,-22.2,-3.0,0.7,-15.7,0.9,-1.1,0.1,-12.2
CCOC(=O)N1CCN(C(=O)c2cccc(S(=O)(=O)Nc3ccc(OC)cc3)c2)CC1,x,x,-1.2,-6.7,0.4,x,-0.1,14.3
N#Cc1ccc(C(=O)OCC(=O)NC(=O)NC2CCCCC2)cc1,9.6,2.1,-2.4,-6.5,0.1,0.3,0.0,-2.1
COC(=O)c1c(-c2ccccc2)csc1N1C(=O)Nc2ccccc2N1O,x,x,x,-8.7,-8.1,-1.9,0.0,33.1
C[C@H](CO)N1C[C@H](C)[C@H](CN(C)S(C)(=O)=O)Oc2cc(Br)ccc2S1(=O)=O,x,-13.4,-0.1,4.3,-0.9,-8.4,-0.4,10.5
CC(=O)n1cc([C@H]2C=C(C(=O)O)O[C@@H](OCCCCO)C2)c2ccccc21,-4.6,0.7,x,2.7,1.3,1.1,0.4,9.9
Cc1c(Br)c([N+](=O)[O-])nn1CC(=O)Nc1ccccn1,5.2,-3.1,-3.0,1.4,x,1.1,x,8.1
CC[C@]1(c2ccccc2)C(=O)N(C(=O)OC)N1C(=O)OC,-1.3,-6.1,-2.8,2.1,1.1,-3.3,0.0,14.6
C[C@@H]1CCCCO[C@@H](CN(C)C)[C@@H](C)CN([C@H](C)CO)C(=O)c2cc(NC(=O)Nc3cccc4ccccc34)ccc2O1,37.1,-0.4,-0.6,-3.2,-2.6,1.0,-0.5,17.6
C[C@H]1CN([C@@H](C)CO)C(=O)c2cccc(N(C)C)c2O[C@@H]1CN(C)Cc1ccc(Oc2ccccc2)cc1,56.9,-3.0,-0.5,-5.3,2.9,-2.3,-1.1,7.5
O=P1(Nn2cnnc2)C=C(c2ccccc2)OC(c2ccccc2)=C1,13.3,6.1,x,x,x,0.5,x,-0.7
Cc1cc(=O)oc2c3c(cc(OCC(=O)N4CCC(C(=O)O)CC4)c12)OC(C)(C)CC3,-6.0,-4.3,x,-8.9,9.5,0.1,x,x
Cc1ccc(S(=O)(=O)C2(C(=O)NC3CCCCC3C)CC2)cc1 (configuration not stated),-7.3,-19.8,0.2,-1.4,x,-1.5,0.0,-14.4
COc1ccc(NC(=O)c2ccc(S(=O)(=O)N(C)c3ccccc3)cc2)cc1S(=O)(=O)N1CCOCC1,-9.2,-12.4,x,0.5,-2.1,-2.5,0.1,9.4
CC(C)N1C/C(=C/c2cccnc2)C(=O)/C(=C/c2cccnc2)C1,x,-3.2,1.0,-6.9,-0.5,-1.8,3.4,23.5
O=C(C(=Cc1ccccc1)CN1CCCCC1)c1ccccc1,x,x,x,0.8,-2.6,x,1.8,94.5*
O=C(Nc1ccccc1C(=O)O)c1cccc(NC(=O)c2ccco2)c1,-3.7,-6.9,-0.8,1.5,-8.8,-2.8,0.0,-5.0
CCN(CC(=O)Nc1ccccc1OC)Cc1csc(CC(=O)Nc2ccc(C)cc2)n1,-3.5,9.0,-2.8,-6.0,0.4,x,0.0,20.2
COc1ccc(-c2cnc(N)nc2-c2ccc(OC)cc2O)cc1,x,22.3,1.8,-4.8,6.5,-1.7,x,12.9
CC1Cc2nc(SCC(=O)Nc3ccccc3F)n(C)c(=O)c2S1 (configuration not stated),-2.5,1.8,x,x,x,0.5,x,9.0
Cc1ccc(-c2c[n+](CC(=O)c3cccs3)c3n2CCC3)cc1,x,9.9,0.4,-7.2,-3.6,x,0.2,7.0

# SIRT5 inh: hit marks shown above.
Molecule,PGC1a acetyl inh,SIRT5 inh,S100A4 MyoIIA,ERAP1 inh,LGR2 antag
Cc1ccc(S(=O)(=O)Nc2ccc3c(c2)C(=O)N([C@H](C)CO)C[C@@H](C)[C@H](CN(C)C(=O)Nc2ccc(F)cc2)OCCCC[C@H](C)O3)cc1,1.6,21.4*,2.6,-3.5,23.5

# More entries follow:
SMILES,Statin myotox sup,PGC1a acetyl inh,SIRT5 inh,S100A4 MyoIIA,ERAP1 inh,Cneo AK release,XiGFP reactiv,LGR2 antag
CN1/C(=C/C(=O)C2CC2)C(C)(C)c2ccccc21,x,x,2.1,-39.3,2.4,x,0.0,4.0
COc1ccc(-c2ccc(C(=O)NCc3ccncc3)c3occc23)c(C)c1,-33.5,10.6,-5.6,-10.3,0.6,-1.8,0.4,-0.4
Oc1ccc(/C=N/Nc2nc(-c3cccnc3)nc3ccccc23)c(O)c1,-10.5,7.4,3.4,-3.5,-1.3,-6.2,-0.2,-8.3
CCOC(=O)c1c(NC(=O)c2nn(CC)cc2Br)c(C#N)nn1-c1ccccc1,-7.8,-13.7,x,x,x,5.7,x,-14.4
COc1ccc(/C=C/C(=O)OCC(=O)Nc2ncc(Cl)cc2Cl)cc1,5.7,-1.0,x,-3.7,-0.8,-3.8,0.6,11.7
CCC(OC(=O)CN1C(=O)C(=O)c2ccccc21)C(=O)Nc1ccc(S(N)(=O)=O)cc1 (configuration not stated),x,x,-1.0,-1.9,1.9,x,0.3,-11.0

# Compound activity: PubChem BioAssay, Broad Institute
